PAX8 inh HTS – inhibitors of PAX8 transcriptional activity in RMG-I cells | RMG-I TPO-luciferase reporter, SteadyGlo, 24 h | inhibition, % at 12.6 µM | 1.2% of 360,000 active | AID 652154;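 active = mean replicate inhibition at least 60% with every replicate also reaching 60%; inconclusive = only one of the two criteria is met; inactive = mean below 60% and not all replicates reaching 60%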;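 also: luciferase light reporting Pax8 driven TPO promoter activity; plate controls were median of neutral control wells for no effect and mitoxantrone controls for full effect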
ARNT TACC3 PPI – ARNT/TACC3 interaction disruption. Q9Y6A5. AlphaScreen His-ARNT PAS-B/GST-TACC3 binding, luminescence; TACC3 fragment carries E629A point mutation. inhibition, % at 9.99 µM. 0.66% of 390,000 active;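 active = mean inhibition of replicates at least 50% and at least half of replicates each reaching 50%; inconclusive = half or more replicates reach 50% but mean below 50%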;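 also: 0% = complete ARNT plus TACC3 wells and 100% = ARNT alone without TACC3; many hits fall short of the cut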
CASP6 VEID inh – blocks human caspase-6 cleavage activity; P55212; purified caspase-6, Z-VEID-R110 cleavage fluorescence; inhibition, % at 12.5 µM; 0.53% of 350,000 active; AID 686996;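 active = mean inhibition across replicates at least about 35%, with every replicate also reaching that limit, limit read from the data; inconclusive = only one of the two criteria met; inactive = neither criterion met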;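 also: 0% = median of neutral control wells and 100% = no fluorescence left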
Target sequence (P55212 24-179 limits assumed): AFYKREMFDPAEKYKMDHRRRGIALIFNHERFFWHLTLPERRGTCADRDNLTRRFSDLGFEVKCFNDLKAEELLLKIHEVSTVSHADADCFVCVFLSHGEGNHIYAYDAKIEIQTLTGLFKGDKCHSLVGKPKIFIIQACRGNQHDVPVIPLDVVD
Target sequence (P55212 194-293 limits assumed): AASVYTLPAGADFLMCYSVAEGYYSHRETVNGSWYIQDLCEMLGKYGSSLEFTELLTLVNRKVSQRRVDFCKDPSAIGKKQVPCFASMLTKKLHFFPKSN
EWS-Fli inh – blocks EWS/Fli oncoprotein-driven transcription | A673 NR0B1-luciferase reporter, viability-normalised | inhibition, % at 12.6 µM | 0.67% of 350,000 active | AID 651661;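 active = mean inhibition of at least 50% after viability correction, with every replicate also passing that limit; inconclusive = mean reaches 50% but only one of two replicates passes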;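 also: firefly luciferase signal divided by Alamar Blue viability fluorescence both relative to DMSO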
DENV2 CPE rescue – protects cells from dengue virus 2 cytopathic effect | DENV2-infected cells, cytopathic effect rescue, plate reader | 1.7% of 350,000 active | CPE inhibition, % at 9.99 µM | AID 651640; in the data active = CPE inhibition above about 20%, passing the limit was not always enough; inconclusive = no clear call, values can overlap the other calls; tested in BHK-21 cells;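 also: 0% = median of neutral control wells and 100% = median of positive control wells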
LGR2 inh – blocks bursicon-induced cAMP signaling via Drosophila LGR2. inhibition, % at 9.99 µM. 0.35% of 380,000 active. HEK293 LGR2, CRE-luciferase, bursicon-stimulated, 4 h;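 active = drop in luminescence signal, shown as inhibition above about 50% in the replicate tests, limit read from the data, passing the limit was not always enough; inconclusive = probably only some replicates passing the limit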;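 also: agonist challenge used bursicon conditioned medium at about half maximal strength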
SIRT5 block – sirtuin-5 (human) deacylase inhibition. Q9NXA8. Purified SirT5, succinyl-peptide AMC, trypsin-coupled fluorescence. inhibition, % at 15 µM. 1.1% of 330,000 active; in the data active = inhibition above about 15%; inconclusive = no clear call, values can overlap the other calls
Target sequence (Q9NXA8 whole entry, looked up): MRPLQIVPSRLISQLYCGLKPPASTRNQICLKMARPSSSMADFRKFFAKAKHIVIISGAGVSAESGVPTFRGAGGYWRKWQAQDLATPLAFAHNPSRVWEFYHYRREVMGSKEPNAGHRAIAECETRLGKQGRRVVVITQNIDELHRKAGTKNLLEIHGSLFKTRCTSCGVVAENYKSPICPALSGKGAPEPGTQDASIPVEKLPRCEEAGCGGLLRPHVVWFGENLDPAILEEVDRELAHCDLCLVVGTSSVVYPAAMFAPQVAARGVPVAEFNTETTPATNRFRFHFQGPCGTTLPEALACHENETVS
Numbers without * were called inactive; u = inconclusive; x = no result given; & = joins results of further samples.

SMILES	PAX8 inh HTS	ARNT TACC3 PPI	CASP6 VEID inh	EWS-Fli inh	DENV2 CPE rescue	LGR2 inh	SIRT5 block
Cc1ccc(S(=O)(=O)Nc2ccc3c(c2)C(=O)N([C@H](C)CO)C[C@H](C)[C@@H](CN(C)S(=O)(=O)c2ccc(C)cc2)O3)cc1	-5	13	1	-2	-1	15	3
CCOc1cc2[nH]c(=O)n(CCCC(=O)N(C)Cc3ccccc3)c(=O)c2cc1OCC	18	3	-1	9	2	8	-3
C[C@@H]1CN([C@H](C)CO)C(=O)c2cc(C#CCN(C)C)cnc2O[C@H]1CN(C)Cc1ccc(-c2ccccc2)cc1	x	8	1	54*	-8	-1	-6
O=C(CSc1nnc(NC(=O)c2ccccc2[N+](=O)[O-])s1)NCC1CCCO1 (stereo unspecified)	-3	-9	2	x	u	11	3
Cc1cc(OC(=O)c2ccccc2)c([N+](=O)[O-])c(=O)[nH]1	-4	8	4	7	-4	-20	2
Cc1ccc(-c2ccccc2[C@H]2[C@@H](CO)N(S(C)(=O)=O)[C@H]2C#N)cc1	x	x	1	-2	8	-1	1
COc1ccc(CN2CC3(CN(C(=O)Cc4ccccc4)C3)c3c([nH]c4cc(OC)ccc34)[C@@H]2CO)cc1	17	x	-3	29	-10	-3	12
C/C(Cc1ccccc1)=N\NC(=O)CNC(=O)c1ccccc1O	-4	3	1	0	0	-11	-9
O=C(C1CCCCC1)N1CCN=C1SCc1cccc([N+](=O)[O-])c1	11	33	10	15	1	45	1
CCC(C)(C)c1nnc(NC(=O)c2cccc([N+](=O)[O-])c2)s1	37	1	-1	-72	-10	-35	-6

The last five records of the part before open the next one.
SMILES	PAX8 inh HTS	ARNT TACC3 PPI	CASP6 VEID inh	EWS-Fli inh	DENV2 CPE rescue	LGR2 inh	SIRT5 block
Cc1ccc(-c2ccccc2[C@H]2[C@@H](CO)N(S(C)(=O)=O)[C@H]2C#N)cc1	x	x	1	-2	8	-1	1
COc1ccc(CN2CC3(CN(C(=O)Cc4ccccc4)C3)c3c([nH]c4cc(OC)ccc34)[C@@H]2CO)cc1	17	x	-3	29	-10	-3	12
C/C(Cc1ccccc1)=N\NC(=O)CNC(=O)c1ccccc1O	-4	3	1	0	0	-11	-9
O=C(C1CCCCC1)N1CCN=C1SCc1cccc([N+](=O)[O-])c1	11	33	10	15	1	45	1
CCC(C)(C)c1nnc(NC(=O)c2cccc([N+](=O)[O-])c2)s1	37	1	-1	-72	-10	-35	-6
O=C(COC(=O)COc1ccc(Br)cc1)Nc1cccnc1Cl	4	-2	1	10	-2	0	-3
COc1cc(OC)nc(NC(=O)COC(=O)c2cccc(Cl)c2)n1	13	4	-10	-1	3	-6	1
CCN(CC)CCCn1c2c(c(SCC(=O)Nc3nc4ccccc4s3)nc1=O)CCC2	9	x	-10	2	6	8	-2
CCc1cc2c(nc1CC)CCCN2Cc1ccc(Br)cc1	-16	x	-3	11	1	-2	x
CS(=O)(=O)c1ccc(Cl)c(NC(=O)C2CCN(S(=O)(=O)c3cccs3)CC2)c1	-1	2	-2	-2	2	-2	-7
CCOC(=O)C1=C(O)CCn2c1nc1ccccc12	x	-13	3	-14	3	-2	-3
Nc1nonc1-n1nnc(C(=O)N/N=C/c2ccc(OCc3ccccc3)cc2)c1CN1CCCCC1	-85	2	0	x	0	-27	-6
Cc1ccc(S(=O)(=O)NNC(=O)Cc2cccn2C)cc1	0	2	6	-18	-9	-10	-4
Cc1nc(-c2ccc(F)cc2)c(CC(=O)N(C)CC(=O)Nc2ccccc2C(F)(F)F)s1	-10	-3	5	0	9	-12	4
CCCC#Cc1cnc2c(c1)C(=O)N([C@@H](C)CO)C[C@@H](C)[C@@H](CN(C)C(=O)c1cccnc1)O2	x	-9	2	6	-2	-2	-9

Some of these compounds in order of their number in ARNT TACC3 PPI, highest first:
smiles	ARNT TACC3 PPI
Cc1ccc(S(=O)(=O)NNC(=O)Cc2cccn2C)cc1	2
O=C(COC(=O)COc1ccc(Br)cc1)Nc1cccnc1Cl	-2
CCCC#Cc1cnc2c(c1)C(=O)N([C@@H](C)CO)C[C@@H](C)[C@@H](CN(C)C(=O)c1cccnc1)O2	-9
CCOC(=O)C1=C(O)CCn2c1nc1ccccc12	-13

Next part
SMILES	PAX8 inh HTS	ARNT TACC3 PPI	CASP6 VEID inh	EWS-Fli inh	DENV2 CPE rescue	LGR2 inh	SIRT5 block
CN1C(=O)c2cc(NC(=O)c3ccc(F)cc3)ccc2OC[C@@H]2O[C@H](CC(=O)NCC3CCCCC3)CC[C@H]21	-12	-13	0	-2	-8	-5	4
O=c1c2ccccc2ncn1-c1ccc(Cl)c(Cl)c1	x	6	3	-63	4	19	1
COCC(=O)NC[C@H]1N[C@H](CO)[C@H]1c1ccc(C2=CCCC2)cc1	-11	-1	x	2	1	1	x
CC(C)(C)N(NC(=O)c1ccccc1)C(=O)c1cccc(C(=O)N(NC(=O)c2ccccc2)C(C)(C)C)c1	x	-3	5	x	x	5&-28	1
CCOC(=O)C1=CCN(S(=O)(=O)c2ccccc2Cl)C1c1cccc(Br)c1 (stereo unspecified)	-7	x	-1	2	2	2	3
CCN(C(=O)COC(=O)c1ccc2c(c1)OCO2)c1ccc(F)cc1	-9	-5	0	-2	-4	1	x
CN(CC(=O)Nc1ccc(N2CCOCC2)cc1)C(=O)C12CC3CC(CC(C3)C1)C2	-7	-4	1	-5	u	-9	-2
Cc1cc(C(=O)NC2CCCCCC2)c2ccccc2n1	x	4	1	11	-1	x	2
C(=C\c1ccc2ccccc2n1)/c1ccccc1	-7	5	-4	74*	-9	94*	1
CO[C@H]1CN(C)C(=O)c2cc(NC(=O)Nc3cc(F)ccc3F)ccc2OC[C@@H](C)N(C)C[C@@H]1C	x	13	-4	1	-8	-10	1

Some entries already given, showing only SIRT5 block.
| smiles | SIRT5 block |
| --- | --- |
| CC(C)(C)N(NC(=O)c1ccccc1)C(=O)c1cccc(C(=O)N(NC(=O)c2ccccc2)C(C)(C)C)c1 | 1 |
| CCOC(=O)C1=CCN(S(=O)(=O)c2ccccc2Cl)C1c1cccc(Br)c1 (stereo unspecified) | 3 |

The list goes on:
SMILES	PAX8 inh HTS	ARNT TACC3 PPI	CASP6 VEID inh	EWS-Fli inh	DENV2 CPE rescue	LGR2 inh	SIRT5 block
CN(C)CC(=O)Nc1ccc2c(c1)[C@@H]1C[C@@H](CC(=O)N3CCN(C)CC3)O[C@@H](CO)[C@@H]1O2	-14	-7	1	-1	1	-18	2
NNC(=O)c1nnn(-c2nonc2N)c1CN1CCCC1	1	0	1	21	2	-10	-6
Cc1ccc(S(=O)(=O)N/N=C\c2ccc3c(c2)OCO3)c(C)c1	-24	1	-1	x	6	1	2
CCN(CC)CCNC(=O)CCc1c(C)nc2c(c(C)nn2-c2ccc(C)c(C)c2)c1C	-6	8	-24	2	-1	11	-20
COc1ccc(-c2cnc3c(c2)C(=O)N([C@H](C)CO)C[C@H](C)[C@H](CN(C)Cc2cccnc2)O3)cc1	x	104*	2	5	-3	2	2
O=C(O)[C@@H]1CSC2c3ccccc3C(=O)N21 (stereo partly specified)	5	6	0	1	u	2	2
COc1ccc(NC(=O)Cn2nc(C(=O)O)c3ccccc3c2=O)cc1OC	-2	-12	1	0	-6	-10	1
COc1cccc(-c2ncc3ccccc3c2COC(=O)N2CCOCC2)c1	-11	25	1	0	-3	-3	1
O=C(CCN1CCCCC1)N[C@H]1CC[C@H](CCNS(=O)(=O)c2ccc(F)cc2)O[C@@H]1CO	-11	-2	0	4	-12	13	-2
CO[C@H]1CN(C)C(=O)c2ccc(NC(=O)C3CCC3)cc2OC[C@@H](C)N(Cc2ccccn2)C[C@H]1C	-10	11	3	0	u	-40	-2
C/C(=N/NC(=O)CCC(=O)Nc1ccc(Br)cc1)c1ccc(Br)cc1	14	-4	-1	2	10	2	-9
c1coc(-c2cc(C3CCNCC3)[nH]n2)c1	-4	-2	-5	4	-5	x	1
CC(C)CN(C)C(=O)CCc1nnc(Cc2ccc(-c3ccccc3)cc2)o1	-5	0	2	-21	x	-41	-1
COc1cccc(-c2ccc3c(c2)O[C@@H](CN(C)C(=O)C2CCOCC2)[C@@H](C)CN([C@H](C)CO)S3(=O)=O)c1	-9	3	5	0	2	7	-3
CCCCCCCCCC1(CC(=O)OCC)SCCN1C(N)=O (stereo unspecified)	16	x	1	4	3	-14	0
O=C(Nc1cccc(F)c1)N1CCCCN2[C@H](CO)[C@H](c3ccc(-c4ccccc4F)cc3)[C@@H]2C1	22	18	0	7	3	9	2
COc1ccc2c(c1)c([C@@H]1[C@H](C)[C@H]3CCCC[C@H]3CN1S(=O)(=O)c1ccc(C)cc1)cn2C	-5	0	0	9	-14	-8	-4
Cc1ccc(C(=O)Nc2nnc([C@H]3C[C@H](O)[C@@H](CO)O3)s2)cc1	-25	x	2	-21	1	-29	-1
CCOC(=O)/C=C(/C)N1N=C(c2ccc(OC)cc2)CC1c1cccc([N+](=O)[O-])c1 (stereo unspecified)	-87	1	x	x	x	-62	x
CCOCCCNC(=O)c1cn(CC)c2ccc(S(=O)(=O)N(C)C3CCCCC3)cc2c1=O	-1	0	1	5	-6	26	0
COc1ccc(NC(=O)COC(=O)C2CC2)cc1S(=O)(=O)N1CCCCC1	2	3	0	1	-10	-4	3
O=C(CCN1C(=O)[C@H]2CC=CC[C@H]2C1=O)NCc1nc(-c2ccccc2)no1	-4	34	3	x	-2	13	-2
COc1ccc2c3c(n(C)c2c1)[C@@H](CO)N(Cc1ccccc1OC)CC31CN(C)C1	x	x	-1	-12	-9	1	1
C[C@@H]1CN([C@@H](C)CO)C(=O)c2cc(NC(=O)Cc3ccccc3)ccc2O[C@@H]1CN(C)C(=O)NC1CCCCC1	-1	-5	-1	3	9	-4	2
CS(=O)(=O)c1ccc(C2=C(c3ccccc3)C(=O)OC2)cc1	7	-5	-2	-1	-5	x	2
CC(C)CN(C(=O)CN(C)S(=O)(=O)c1ccc(Cl)cc1)C1CCS(=O)(=O)C1 (stereo unspecified)	x	-6	-2	4	15	13	-3
COc1cc2nc(C3CCC3)n(NC(=O)c3ccco3)c(=O)c2cc1OC	1	1	-1	5	1	-5	-3
C[C@H](CO)N1C[C@H](C)[C@@H](CN(C)C(=O)C2CCCCC2)OCCCC[C@H](C)Oc2ccc(NC(=O)Nc3cccc4ccccc34)cc2C1=O	-6	15	-1	5	14	8	5
OCCN1CCN(CC(O)COCCOc2ccc(Br)cc2)CC1 (stereo unspecified)	-1	-4	-4	9	-3	6	-3
OC[C@H]1[C@H](c2ccc(-c3cccnc3)cc2)[C@@H]2CN(Cc3ccccn3)CCCCN12	2	13	x	4	x	-7	-2
Cc1ccc(S(=O)(=O)N(C)C[C@H]2Oc3ccc(NC(=O)C4CCCCC4)cc3C(=O)N([C@@H](C)CO)C[C@@H]2C)cc1	-1	18	-2	5	-6	-1	5
CCN1CCN(C(=O)c2cc(=O)c3cc(C)ccc3o2)CC1	-20	x	-3	-2	-1	1	-11
O=C(c1ccccc1SCc1ccccc1)N1CCOCC1	0	9	-1	-3	4	1	0

Assay outcomes from PubChem.
